Compound activity: PubChem, NCI
Growth percent in the NCI-60 one-dose screen (48 h, 10 µM unless noted): 100 = growth as untreated, 0 = no growth, -100 = all killed.
M14: M14 melanoma | actives 6.2% (n = 80,000) | AID 1794745
EKVX: EKVX NSCLC | actives 3% (n = 71,000) | AID 1794765
CCRF-CEM: CCRF-CEM leukemia. actives 7% (n = 77,000). AID 1794778
HOP-62: HOP-62 NSCLC. actives 3.9% (n = 80,000). AID 1794735
UACC-62: UACC-62 melanoma; actives 5.4% (n = 81,000)
A549/ATCC: A549/ATCC NSCLC; actives 3.7% (n = 81,000)
RPMI-8226: RPMI-8226 leukemia cells. actives 7.5% (n = 77,000)
HOP-92: HOP-92 NSCLC cells; actives 6.3% (n = 71,000); AID 1794738
The depositor's hits bear a star; & = joins results of further samples; ! = not confirmed by another sample. How the source made its calls: active means growth percent below 10; inactive means the rest.

The first 5 compounds as a preview:
Screening CC(=O)C1(C)CCC2C3C=C(C)C4=CC(=O)CCC4(C)C3CCC21C (configuration not stated) returned M14 87, EKVX 41, CCRF-CEM 62, HOP-62 105, UACC-62 69, A549/ATCC 100, RPMI-8226 49 and HOP-92 62.
Screening CCC1(C2=CCCCC2)C(=O)NC(=O)N=C1N (configuration not stated) returned M14 106, CCRF-CEM 121, HOP-62 112, UACC-62 93, A549/ATCC 108, RPMI-8226 118 and HOP-92 108.
O=C1CC(c2ccc(Cl)cc2Cl)n2nc(Nc3ccccc3)c(-c3nc4ccccc4s3)c2N1 (configuration not stated) was read as M14 99, EKVX 91, CCRF-CEM 76, HOP-62 107, UACC-62 101, A549/ATCC 93, RPMI-8226 89 and HOP-92 112.
O=C1c2cccc3c(-c4ccc5c(c4)ncn5C4CCCCC4)ccc(c23)C(=O)N1c1ccc(F)cc1 was read as M14 100, EKVX 70, CCRF-CEM 85, HOP-62 88, UACC-62 79, A549/ATCC 97, RPMI-8226 68 and HOP-92 53.
For COc1ccc2[nH]c(=O)c(CSc3ccccc3Nc3nccc(-c4ccc(Cl)cc4)n3)cc2c1 the results were M14 69, EKVX 60, CCRF-CEM 28, HOP-62 69, UACC-62 53, A549/ATCC 52, RPMI-8226 30 and HOP-92 37.

Main list, previewed entries included:
Screening CC(=O)C1(C)CCC2C3C=C(C)C4=CC(=O)CCC4(C)C3CCC21C (configuration not stated) returned M14 87, EKVX 41, CCRF-CEM 62, HOP-62 105, UACC-62 69, A549/ATCC 100, RPMI-8226 49 and HOP-92 62.
Screening CCC1(C2=CCCCC2)C(=O)NC(=O)N=C1N (configuration not stated) returned M14 106, CCRF-CEM 121, HOP-62 112, UACC-62 93, A549/ATCC 108, RPMI-8226 118 and HOP-92 108.
O=C1CC(c2ccc(Cl)cc2Cl)n2nc(Nc3ccccc3)c(-c3nc4ccccc4s3)c2N1 (configuration not stated) was read as M14 99, EKVX 91, CCRF-CEM 76, HOP-62 107, UACC-62 101, A549/ATCC 93, RPMI-8226 89 and HOP-92 112.
O=C1c2cccc3c(-c4ccc5c(c4)ncn5C4CCCCC4)ccc(c23)C(=O)N1c1ccc(F)cc1 was read as M14 100, EKVX 70, CCRF-CEM 85, HOP-62 88, UACC-62 79, A549/ATCC 97, RPMI-8226 68 and HOP-92 53.
For COc1ccc2[nH]c(=O)c(CSc3ccccc3Nc3nccc(-c4ccc(Cl)cc4)n3)cc2c1 the results were M14 69, EKVX 60, CCRF-CEM 28, HOP-62 69, UACC-62 53, A549/ATCC 52, RPMI-8226 30 and HOP-92 37.
`Cc1ccc(/C=C/c2c(C(=O)c3ccccc3)c(=O)[nH]c3ccccc23)cc1` gave M14 105, EKVX 110, CCRF-CEM 92, HOP-62 78, UACC-62 79, A549/ATCC 84, RPMI-8226 95 and HOP-92 78.
`CC(C)c1ccc(S(=O)(=O)NC(=O)NC2CC2)cc1` gave M14 107, EKVX 102, CCRF-CEM 95, HOP-62 98, UACC-62 97, A549/ATCC 81, RPMI-8226 105 and HOP-92 94.
For COc1ccccc1C1OC2=Nc3cc(C)c(C)cc3NC2C1=O (configuration not stated) the results were M14 84, EKVX 84, CCRF-CEM 87, HOP-62 48, UACC-62 76, A549/ATCC 68, RPMI-8226 93 and HOP-92 68.
`C[C@]12CCC(=O)C=C1CC[C@H]1[C@@H]3CC[C@@]4(OCC4=O)[C@@]3(C)C[C@H](O)[C@@]12F` gave M14 107, EKVX 107, CCRF-CEM 111, HOP-62 111, UACC-62 95, A549/ATCC 102 and RPMI-8226 107.
Screening O=C(O)CN1CCCCC1 returned M14 109, EKVX 122, CCRF-CEM 90, HOP-62 104, A549/ATCC 88, RPMI-8226 103 and HOP-92 91.
`O=C(Nc1ccc(S(=O)(=O)Nc2nccs2)cc1)c1ccncc1` gave M14 109, HOP-62 94, UACC-62 105, A549/ATCC 98, RPMI-8226 100 and HOP-92 81.
Screening Fc1ccc(-c2cnn3cc(-c4ccccc4)cnc23)cc1 returned M14 106, EKVX 104, CCRF-CEM 95, HOP-62 101, UACC-62 93, A549/ATCC 93, RPMI-8226 100 and HOP-92 100.
Screening COc1cc(-c2csc(NC(=O)Nc3ccc(F)cc3)n2)cc(OC)c1OC returned M14 91, EKVX 71, CCRF-CEM 54, HOP-62 84, UACC-62 60, A549/ATCC 76, RPMI-8226 46 and HOP-92 33.
N#Cc1nc2c(S(=O)(=O)c3ccccc3)c(N)n(Cc3cccnc3)c2nc1C#N was read as M14 142, EKVX 77, CCRF-CEM 35, HOP-62 -8.3*, UACC-62 86, A549/ATCC 90, RPMI-8226 99 and HOP-92 -15*.
Cc1ccc(Nc2ccc(Nc3ccc(C)cc3)c3c2C(=O)c2cccc(O)c2C3=O)cc1 was read as M14 104, EKVX 92, CCRF-CEM 93, HOP-62 101, UACC-62 87, A549/ATCC 103, RPMI-8226 89 and HOP-92 70.
For O=C1NC2C=C(Cl)C=CC2C=C1C1N(c2ccccc2)NC(=O)[C@@H]2CCCN12 (some centres not stated) the results were M14 109, EKVX 86, CCRF-CEM 102, HOP-62 85, UACC-62 107, A549/ATCC 101, RPMI-8226 97 and HOP-92 101.
Screening COc1ccc(OC)c(/C=N/NC(=O)Cn2c(-c3ccc(C)cc3)nc3cc4nc5ccccc5nc4cc32)c1 returned M14 105, EKVX 112, CCRF-CEM 112, HOP-62 110, UACC-62 101, A549/ATCC 96, RPMI-8226 114 and HOP-92 93.
Cc1ccc(/C=C2/C(=O)N(C)c3ccc(Br)cc32)s1 was read as M14 100, EKVX 62, HOP-62 83, UACC-62 70, A549/ATCC 102, RPMI-8226 76 and HOP-92 98.
For O=C1OC(C(O)CO)C(O)=C1Nc1ccc(S(=O)(=O)c2ncc(NC3=C(O)C(C(O)CO)OC3=O)s2)cc1 (configuration not stated) the results were M14 104, EKVX 98, CCRF-CEM 113, HOP-62 106, UACC-62 89, A549/ATCC 90, RPMI-8226 107 and HOP-92 85.
Screening O=C1c2ccccc2C(=O)c2c1c(C(=O)Nc1ccccc1)c1ccccn21 returned M14 101, EKVX 106, CCRF-CEM 86, HOP-62 82, UACC-62 92, A549/ATCC 85, RPMI-8226 91 and HOP-92 83.
For CO[C@@]1(NC(=O)C(C(=O)O)c2ccc(O)cc2)C(=O)N2C(C(=O)O)=C(CSc3nnnn3C)CO[C@@H]21 (some centres not stated) the results were M14 96, EKVX 105, CCRF-CEM 104, HOP-62 109, UACC-62 111, A549/ATCC 103, RPMI-8226 105 and HOP-92 98.
For O=S(=O)(Nc1ccc2c(c1)OC(F)(F)O2)c1ccc(-c2cnc(C3CC3)o2)cc1 the results were M14 25, EKVX 58, CCRF-CEM 24, HOP-62 36, UACC-62 29, A549/ATCC 48 and HOP-92 67.
Screening O=C(CCSc1nc(-c2ccccc2)c(-c2ccccc2)o1)N1CCCCC1 returned M14 106, CCRF-CEM 82, HOP-62 105, UACC-62 82, A549/ATCC 85, RPMI-8226 69 and HOP-92 44.
CC1=C(c2cc(-c3ccc(Cl)cc3)nc(=S)[nH]2)C(c2ccccc2)NC(=S)N1 (configuration not stated) was read as M14 99, EKVX 97, CCRF-CEM 78, HOP-62 109, UACC-62 97, A549/ATCC 110, RPMI-8226 86 and HOP-92 116.
For CCCCNCC1CCCO1 (configuration not stated) the results were M14 108, EKVX 76, CCRF-CEM 98, HOP-62 106, UACC-62 98, A549/ATCC 105, RPMI-8226 115 and HOP-92 93.
For O=C(NC(CSSCC(NC(=O)OCc1ccccc1)C(=O)O)C(=O)O)OCc1ccccc1 (configuration not stated) the results were M14 89&94, EKVX 95, CCRF-CEM 87, HOP-62 82&95, UACC-62 102&91, A549/ATCC 81, RPMI-8226 96&65 and HOP-92 79&64.
Screening CNc1cc(SCc2ccc(Cl)cc2)nc(N)n1 returned M14 96, EKVX 95, CCRF-CEM 97, HOP-62 85, UACC-62 91, A549/ATCC 84, RPMI-8226 93 and HOP-92 79.
C=C(C)OC(=O)C(C(=O)OCC)=C(C)C was read as M14 101, EKVX 105, CCRF-CEM 110, HOP-62 96, UACC-62 103, A549/ATCC 94, RPMI-8226 108 and HOP-92 99.
For Nc1cc(-c2cccc(OC(F)(F)F)c2)nc2ccc(N3CCCC3)cc12 the results were M14 -2.0*, EKVX 38&30&30, CCRF-CEM 4.3*, HOP-62 16&66&57, UACC-62 8.8*!, A549/ATCC 14&18&15, RPMI-8226 4.7*! and HOP-92 -3.6*.
COc1ccc(CCCC(=O)O)cc1OC was read as M14 103, EKVX 104, CCRF-CEM 107, HOP-62 103, UACC-62 112, A549/ATCC 90, RPMI-8226 103 and HOP-92 74.
c1ccc(CSc2ncnc3nc[nH]c23)cc1 was read as M14 108&101, EKVX 92&96, CCRF-CEM 101&109, HOP-62 100&121, UACC-62 88&101, A549/ATCC 108&97, RPMI-8226 100&99 and HOP-92 93.
`Cc1ccc(-c2ncc(S(C)(=O)=O)o2)cc1` gave M14 106, EKVX 96, CCRF-CEM 103, HOP-62 104, UACC-62 102, A549/ATCC 96, RPMI-8226 101 and HOP-92 97.
`O=C(CSc1nnc(-c2ccc(Cl)cc2)o1)NC1=NN=C(c2ccc(Cl)cc2)CS1` gave M14 103, EKVX 109, CCRF-CEM 90, HOP-62 90, UACC-62 103, A549/ATCC 87, RPMI-8226 105 and HOP-92 103.
`CC1=C(C)C2C(=O)OC(=O)C2CC1` (configuration not stated) gave M14 104, EKVX 116, CCRF-CEM 98, HOP-62 101, UACC-62 101, A549/ATCC 104, RPMI-8226 106 and HOP-92 112.
For CC(C)c1ccc2c(N)c(C(=O)Nc3ccc(F)cc3)sc2n1 the results were M14 103, EKVX 47, CCRF-CEM 63, HOP-62 91, UACC-62 81, A549/ATCC 86, RPMI-8226 71 and HOP-92 51.
COc1cc2c3c(c1O)-c1ccccc1[C@@H]1OC(=O)N(CC2)[C@H]31 was read as M14 103, EKVX 104, CCRF-CEM 74, HOP-62 104, UACC-62 90, A549/ATCC 97, RPMI-8226 99 and HOP-92 81.
Screening O=c1nc2c(-c3nc4ccccc4s3)n[nH]n2c2sc3c(c12)CCCC3 returned M14 99, EKVX 92, CCRF-CEM 80, HOP-62 91, UACC-62 93, A549/ATCC 96, RPMI-8226 94 and HOP-92 91.
For CCCCCCCCCCCCNCCCc1ccccc1 the results were M14 52, CCRF-CEM 49, HOP-62 95, UACC-62 57 and RPMI-8226 6.2*.
CCn1c(SCCc2ccccc2)nnc1-c1nn(-c2ccc(Cl)cc2Cl)c(-c2ccc(Cl)cc2)c1C was read as M14 73, EKVX 53, HOP-62 101, UACC-62 69, A549/ATCC 65, RPMI-8226 54 and HOP-92 85.
`CN(C)c1ccc(Br)cc1` gave M14 108, EKVX 103, CCRF-CEM 104, HOP-62 97, UACC-62 107, A549/ATCC 107, RPMI-8226 110 and HOP-92 75.

Of the compounds above, these contain bromine.
Cc1ccc(/C=C2/C(=O)N(C)c3ccc(Br)cc32)s1 was read as M14 100, EKVX 62, HOP-62 83, UACC-62 70, A549/ATCC 102, RPMI-8226 76 and HOP-92 98.
`CN(C)c1ccc(Br)cc1` gave M14 108, EKVX 103, CCRF-CEM 104, HOP-62 97, UACC-62 107, A549/ATCC 107, RPMI-8226 110 and HOP-92 75.

Continued.
Screening COc1ccc2[nH]c(=O)c(/C=C/C(=O)/C=C/c3ccc(O)c(OC)c3)cc2c1 returned M14 -32*, EKVX 59, CCRF-CEM 3.6*, HOP-62 85, UACC-62 11, A549/ATCC 23, RPMI-8226 -19* and HOP-92 98.
Screening NNc1ccccc1C(=O)O returned M14 110, EKVX 116, HOP-62 104, UACC-62 107, A549/ATCC 109, RPMI-8226 112 and HOP-92 98.
COc1cc(C2N=C(NN)NC(C)=C2C(C)=O)ccc1O (configuration not stated) was read as M14 106, EKVX 97, CCRF-CEM 106, HOP-62 109, UACC-62 95, A549/ATCC 103, RPMI-8226 106 and HOP-92 108.
For COc1cc(/C=C2\SC(=S)NC2=O)ccc1O the results were M14 48, EKVX 34, HOP-62 58, UACC-62 46, A549/ATCC 76, RPMI-8226 79 and HOP-92 36.
Screening C#CCC1(c2cc(OC)c(OC)c(OC)c2)NS(=O)(=O)c2ccccc21 (configuration not stated) returned M14 95, EKVX 97, CCRF-CEM 114, HOP-62 96, UACC-62 95, A549/ATCC 107, RPMI-8226 102 and HOP-92 94.
COC1=C[C@]23CCCN2CCc2cc4c(cc2[C@@H]3[C@@H]1OC(=O)C(C)(C)O)OCO4 was read as M14 82, EKVX 86, CCRF-CEM 76, HOP-62 90, UACC-62 77, A549/ATCC 73 and RPMI-8226 89.
`CN(C)CCC(=O)Nc1ccc(-n2cc(-c3cccc(NC(=S)Nc4cccc(-c5cn(-c6ccc(NC(=O)CCN(C)C)cc6)nn5)c4)c3)nn2)cc1` gave M14 112, EKVX 101, CCRF-CEM 48, HOP-62 105, UACC-62 114, A549/ATCC 89 and HOP-92 101.
`O=C(Nc1cccc(C2=NCCN2)c1)c1ccc(OCCCOc2ccc(C(=O)Nc3cccc(C4=NCCN4)c3)cc2)cc1` gave M14 30, EKVX 69, CCRF-CEM 34, HOP-62 57, UACC-62 -10*, A549/ATCC -55*, RPMI-8226 -3.7* and HOP-92 19.
Screening C=C(C)[C@@H]1CC[C@]2(C(=O)O)CC[C@]3(C)[C@H](CC[C@@H]4[C@@]5(C)CC[C@H](OC(=O)c6ccccc6C(=O)O)C(C)(C)[C@@H]5CC[C@]43C)[C@@H]12 returned M14 98, EKVX 86, CCRF-CEM 86, UACC-62 102, A549/ATCC 84, RPMI-8226 81 and HOP-92 81.
Screening N#CCc1cccnc1 returned M14 99, EKVX 99, CCRF-CEM 96, HOP-62 113, UACC-62 104, A549/ATCC 104, RPMI-8226 98 and HOP-92 106.
For O=C(NNc1nc2ccccc2nc1/C=C/c1ccc(Cl)cc1)Nc1cccc(Cl)c1 the results were M14 61, EKVX 51, CCRF-CEM 58, HOP-62 66, UACC-62 58, A549/ATCC 49, RPMI-8226 59 and HOP-92 52.

This is a random part of the collection; any-hit rate near 12%.
